zVAD death inh: blocks zVAD induced death of L929 cells; hit rate 0.38% among 220,000; L929 zVAD necroptosis rescue, ATP luminescence, 24 h; with zVAD 60 µM; viability rescue, % at 10 µM;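 active means activation, scaled between plate controls, above about 75%, limit read from the data; inactive means activation under that limit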;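 further: 0% = zVAD with DMSO and 100% = DMSO alone without zVAD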
Hck Nef HTS: blocks Nef-activated human Hck kinase; P08631; Recombinant Hck-YEEI plus Nef, Z-Lyte FRET kinase assay; inhibition, % at 20 µM; hit rate 0.68% among 220,000;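 active means Hck-Nef kinase inhibition above about 50%, limit read from the data; inactive means inhibition below that limit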;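 further: 0% = DMSO with Hck plus Nef and 100% = Hck alone without Nef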
Target sequence (P08631 whole entry, looked up): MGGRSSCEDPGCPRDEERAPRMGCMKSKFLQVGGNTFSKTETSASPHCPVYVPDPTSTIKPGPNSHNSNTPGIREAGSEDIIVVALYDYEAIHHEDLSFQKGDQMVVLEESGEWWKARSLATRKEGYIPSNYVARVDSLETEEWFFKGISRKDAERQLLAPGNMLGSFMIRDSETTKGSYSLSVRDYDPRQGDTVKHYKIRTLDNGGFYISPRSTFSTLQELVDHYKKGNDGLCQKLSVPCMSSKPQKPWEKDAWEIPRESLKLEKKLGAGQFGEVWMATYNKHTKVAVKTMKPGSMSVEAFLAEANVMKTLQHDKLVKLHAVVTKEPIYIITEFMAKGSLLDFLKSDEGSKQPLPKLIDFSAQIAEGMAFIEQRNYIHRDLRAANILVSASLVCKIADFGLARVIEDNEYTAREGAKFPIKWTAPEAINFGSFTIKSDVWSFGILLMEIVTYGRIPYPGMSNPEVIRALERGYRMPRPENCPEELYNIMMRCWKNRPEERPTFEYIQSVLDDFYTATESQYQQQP
FXIIa inh 1536: blocks human coagulation factor XIIa protease activity; hit rate 0.3% among 220,000; inhibition, % at 5 µM; AID 800; P00748; purified FXIIa, Boc-QGR-AMC fluorogenic substrate, 2 h; in the data active means inhibition above about 40%;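 further: 0% = enzyme with no compound and 100% = blank without enzyme; many of its hits are not listed in these tables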
hK5 inh: kallikrein 5 (human) inhibition; hit rate 0.59% among 210,000; Q9Y337; AID 873; recombinant hK5, fluorogenic AMC substrate cleavage; inhibition, % at 5 µM;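 active means inhibition of 40% or more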;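 further: 0% = enzyme controls without compound and 100% = no-enzyme blanks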
Target sequence (Q9Y337 67-293 limits assumed): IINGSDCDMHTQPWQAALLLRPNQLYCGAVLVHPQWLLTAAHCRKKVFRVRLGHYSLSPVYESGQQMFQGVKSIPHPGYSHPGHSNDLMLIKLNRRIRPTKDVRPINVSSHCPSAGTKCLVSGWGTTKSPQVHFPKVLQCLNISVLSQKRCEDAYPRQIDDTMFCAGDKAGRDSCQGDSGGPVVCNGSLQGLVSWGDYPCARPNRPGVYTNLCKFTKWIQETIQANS
Cl transport mod: modulators of human KCC2 chloride dependent transport. Q9H2X9. KCC2 cells, thallium flux FluoZin-2 fluorescence. B-score of Tl+ flux slope (higher = more flux/activation; lower = inhibition) at 10 µM. hit rate 2.2% among 190,000;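 active means thallium flux slope and its plate-corrected score both differing from the plate sample mean at a set confidence after two filtering rounds, in either direction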;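 further: slope of fluorescence scaled to starting intensity during 10 to 20 s after thallium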
FXIa inh: inhibitors of human coagulation factor XIa | P03951 | purified FXIa, Boc-Glu-Ala-Arg-AMC fluorogenic substrate | inhibition, % at 5 µM | hit rate 0.14% among 220,000 | AID 798;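 active means inhibition of at least 40%; inactive means inhibition below 40%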;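 further: fluorescence of freed AMC excited at 355 nm; 0% = enzyme without compound and 100% = no enzyme blank; many of its hits are not listed in these tables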
TNF death inh: TNF-alpha cell death inhibition in Jurkat FADD-/- cells; Jurkat FADD-/- TNF necroptosis rescue, ATP luminescence, 24 h; 0 = TNF only, 100 = no-TNF cells; activation (protection from cell death), % at 10 µM; hit rate 0.068% among 220,000; AID 463075;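 active means activation, meaning protection from cell death, of at least 50% relative to plate controls; inactive means activation below 50%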;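 further: necroptosis triggered by 40 ng/mL TNF-alpha added together with compound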
Rad51 HR inh: blocks human Rad51 in homologous recombination; Q06609; hRad51 DNA strand exchange, fluorescence dequenching; inhibition, % at 10 µM; hit rate 0.085% among 200,000;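 active means inhibition above 40% at the single screening dose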;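 further: 0% = DMSO control wells and 100% = blanks with heterologous ssDNA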
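Test system – preformed human Rad51 ssDNA filaments · Reagent – Donor/quencher-labelled 47-bp dsDNA substrate · Incubation – 37 °C 15-min filament assembly, 30-min compound preincubation, 15-min exchange · Signal – FRET fluorescence dequenching, excitation 485 nm, emission 520 nm · Read-out – percent inhibition from fluorescence, normalised to plate control and blank means · Benchmarks – plate control and blank wells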
thrombin 1536: blocks human thrombin protease activity. P00734. alpha-thrombin, Boc-VPR-AMC fluorogenic substrate cleavage. inhibition, % at 5 µM. hit rate 0.26% among 220,000. AID 1046;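 active means inhibition at or above 40%; inactive means inhibition below 40%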;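 further: 0% = enzyme with no compound and 100% = wells without enzyme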
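System: Human alpha-thrombin protein | Medium: pH 7.5 Tris (50 mM) with NaCl 150 mM, Tween 20 0.05% | Times: Enzyme reaction carried out at room temperature | Detection: AMC fluorescence, 355/460 nm | Evaluation: Percent inhibition scaled between no-compound controls and no-enzyme blanks | Benchmarks: Enzyme without compound as high, wells lacking enzyme as low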
* marks the source's active call; other numbers are inactive results; nt = not tested or not shown.

SMILES	zVAD death inh	Hck Nef HTS	FXIIa inh 1536	hK5 inh	Cl transport mod	FXIa inh	TNF death inh	Rad51 HR inh	thrombin 1536
COc1ccc2c(C)c(C(=O)NCC(C)O)oc2c1OC (stereo not drawn)	18	1	18	-24	nt	-1	-0.2	0	2
O=C(/C=C/c1ccc(Br)cc1)c1ccc(NC2=NCCCS2)cc1	0.4	9	29	-11	0.56	24	-4.0	6	-3
O=C1OC(Oc2ccccc2)(c2ccccc2)c2ccccc21 (stereo not drawn)	-0.4	0	10	-13	nt	0	-13	3	1
COc1cc(C(=O)NCCOc2cccc(C)c2)c(Br)c(OC)c1OC	0.1	0	9	0	-1.6	-5	-4.5	-2	-6
COC(=O)CSc1nnc(-c2ccncc2)n1N	0.8	-1	9	-11	nt	4	0.0	2	1
COc1cccc(C2CC(c3ccc(F)cc3)Nc3nc(N)nn32)c1 (stereo not drawn)	-0.2	13	12	53*	0.075	14	-1.1	1	19
COc1cc(S(=O)(=O)Nc2ccccc2)ccc1NC=O	0.1	4	1	-24	0.28	-18	0.2	8	-3
O=C(COC(=O)c1ccc(S(=O)(=O)N2CCCC2)cc1)Nc1cccnc1Cl	0.1	0	11	nt	-1.3	-1	0.6	17	-3
O=C(CN1CCCCCC1)Nc1ccc(S(=O)(=O)N2CCOCC2)cc1	1.7	21	6	-2	-0.29	-3	0.8	4	-11
COc1ccc(OC)c(NC(=O)c2ccc(-c3cccs3)cc2)c1	0.1	15	5	-7	0.048	-5	2.0	22	-2
Cc1cc(C(=O)NC2CCCCC2)c2cc(F)ccc2n1	0.8	-7	11	3	0.036	1	0.9	2	-3
CCS(=O)(=O)N1CCC(C(=O)NCc2ccccn2)CC1	1.8	-14	1	-2	0.79	2	3.1	5	-10

Three entries from above, ordered by the value under Hck Nef HTS, highest first.
structure,Hck Nef HTS
O=C(CN1CCCCCC1)Nc1ccc(S(=O)(=O)N2CCOCC2)cc1,21
COc1cccc(C2CC(c3ccc(F)cc3)Nc3nc(N)nn32)c1 (stereo not drawn),13
COC(=O)CSc1nnc(-c2ccncc2)n1N,-1

Following part:
SMILES	zVAD death inh	Hck Nef HTS	FXIIa inh 1536	hK5 inh	Cl transport mod	FXIa inh	TNF death inh	Rad51 HR inh	thrombin 1536
O=C(CSc1nc(-c2ccccc2)ns1)N1CCOCC1	1.1	-15	2	2	0.086	-8	0.8	12	1
CCOC(=O)c1c(C)c(C(=O)NCc2ccccn2)c(C)n1CC	0.7	-4	8	-6	8.3*	-3	1.7	-1	-3
CCOC(=O)C(Cc1ccccc1)C(=O)Nc1ccc(N(CC)CC)cc1 (stereo not drawn)	3.1	2	9	-2	-0.05	3	4.9	8	-2
CCC(c1nnnn1C1CCCC1)N1CCN(Cc2ccccc2)CC1 (stereo not drawn)	-0.3	8	12	-8	-0.01	2	0.4	-5	-1
C/C(=N\Nc1cc(C)nc(NCc2ccccc2)n1)c1ccc([N+](=O)[O-])cc1	0.6	15	17	7	0.021	5	-1.3	nt	-3
C=CCNCCCOc1ccc(C)cc1Br	0.3	-3	19	-9	1.3	2	-1.3	-7	-5
CCC1(C)CC(C(CC(=O)O)c2ccc(C)cc2)CCO1 (stereo not drawn)	0.9	0	9	-13	0.73	0	1.5	0	0
S=c1[nH]nc(COc2ccccc2)n1Cc1ccccc1	-0.7	-4	4	2	3.3	-2	0.6	-5	-6
COc1cc(NC(=O)c2ccccc2NS(=O)(=O)c2ccc(Cl)s2)cc(OC)c1	0.5	3	8	-10	-5.3*	5	0.4	-5	-3
N=c1c2c3c(sc2ncn1CCN1CCOCC1)CCCC3	-0.4	1	11	-8	nt	0	1.3	-11	-5
COC(=O)c1oc2ccc(Cl)cc2c1-n1cccc1	0.1	-1	2	0	0.18	-5	-0.6	-1	-7
Nc1ccc2ncccc2c1	1.4	0	8	-1	nt	2	-2.8	-1	-7

Sorted by SMILES length (lowest first): part of the list above
SMILES	zVAD death inh	Hck Nef HTS	FXIIa inh 1536	hK5 inh	Cl transport mod	FXIa inh	TNF death inh	Rad51 HR inh	thrombin 1536
Nc1ccc2ncccc2c1	1.4	0	8	-1	nt	2	-2.8	-1	-7
C=CCNCCCOc1ccc(C)cc1Br	0.3	-3	19	-9	1.3	2	-1.3	-7	-5
COC(=O)c1oc2ccc(Cl)cc2c1-n1cccc1	0.1	-1	2	0	0.18	-5	-0.6	-1	-7
O=C(CSc1nc(-c2ccccc2)ns1)N1CCOCC1	1.1	-15	2	2	0.086	-8	0.8	12	1
COc1ccc2c(C)c(C(=O)NCC(C)O)oc2c1OC (stereo not drawn)	18	1	18	-24	nt	-1	-0.2	0	2
O=C1OC(Oc2ccccc2)(c2ccccc2)c2ccccc21 (stereo not drawn)	-0.4	0	10	-13	nt	0	-13	3	1
CCC(c1nnnn1C1CCCC1)N1CCN(Cc2ccccc2)CC1 (stereo not drawn)	-0.3	8	12	-8	-0.01	2	0.4	-5	-1
CCOC(=O)c1c(C)c(C(=O)NCc2ccccn2)c(C)n1CC	0.7	-4	8	-6	8.3*	-3	1.7	-1	-3
COc1cccc(C2CC(c3ccc(F)cc3)Nc3nc(N)nn32)c1 (stereo not drawn)	-0.2	13	12	53*	0.075	14	-1.1	1	19
COc1cc(C(=O)NCCOc2cccc(C)c2)c(Br)c(OC)c1OC	0.1	0	9	0	-1.6	-5	-4.5	-2	-6
CCOC(=O)C(Cc1ccccc1)C(=O)Nc1ccc(N(CC)CC)cc1 (stereo not drawn)	3.1	2	9	-2	-0.05	3	4.9	8	-2
O=C(COC(=O)c1ccc(S(=O)(=O)N2CCCC2)cc1)Nc1cccnc1Cl	0.1	0	11	nt	-1.3	-1	0.6	17	-3
COc1cc(NC(=O)c2ccccc2NS(=O)(=O)c2ccc(Cl)s2)cc(OC)c1	0.5	3	8	-10	-5.3*	5	0.4	-5	-3
C/C(=N\Nc1cc(C)nc(NCc2ccccc2)n1)c1ccc([N+](=O)[O-])cc1	0.6	15	17	7	0.021	5	-1.3	nt	-3

Remaining list, next part:
SMILES	zVAD death inh	Hck Nef HTS	FXIIa inh 1536	hK5 inh	Cl transport mod	FXIa inh	TNF death inh	Rad51 HR inh	thrombin 1536
CN(Cc1ccccc1)c1nc2c(c(=O)[nH]c(=O)n2C)n1CCSc1nc2ccccc2[nH]1	-0.1	1	11	-12	nt	-5	-6.9	-6	-1
Cc1cc2c(c(=O)n1CCN(C)C)C(c1ccccc1Br)C(C#N)=C(N)O2 (stereo not drawn)	-0.5	0	18	-13	-0.78	8	1.1	4	1
O=C(Nc1nc(-c2ccccc2)cs1)c1ccco1	3.1	2	5	0	-2.2	-2	-0.2	2	-4
CCCn1c(-c2nonc2N)nc2ccccc21	0.5	2	-1	-13	-1.1	-7	0.7	-11	-4
CCOC(=O)c1c(NC(=O)c2cc3n(n2)C(C(F)(F)F)CC(c2cccs2)N3)sc(C)c1C (stereo not drawn)	1.4	2	2	-5	0.67	3	2.9	-7	-5
O=C(Nc1ccc2oc(-c3cccnc3)nc2c1)c1ccco1	-0.3	0	9	-6	0.12	-6	-0.7	4	-4
CCOC(=O)C1=C(C)N=c2s/c(=C\c3ccncc3)c(=O)n2C1c1ccc2c(c1)OCO2 (stereo not drawn)	-1.0	-1	17	7	-1.1	5	-2.5	-6	3
CCN(CCn1cccn1)C(=O)CC1C(=O)NCCN1Cc1cccc(OC)c1OC (stereo not drawn)	-1.0	15	2	-4	0.79	-3	0.8	-26	-18
O=C(Nc1ccc(F)c(Cl)c1)Nc1cnccn1	2.8	23	7	14	-1.3	3	0.9	-5	3
Cc1nnc(N/N=C\c2ccc(-c3cccc(C(=O)O)c3)o2)n1N	0.4	16	2	-2	0.0065	-2	-1.8	nt	5
N#Cc1c(N)sc(=S)c2c1CCCC2	3.7	2	12	-2	-0.034	-6	-2.8	-7	-7
COc1ccc(C(=O)Nc2ccc(SC(F)F)cc2)cc1	4.0	2	7	-18	0.15	-3	-0.5	2	-2
Cc1ccccc1-c1nn2c(-c3ccccc3)nnc2s1	-1.1	-8	14	6	-2.3	3	-3.5	-9	6
CC(C)(C)c1ccc(SCC(N)=O)cc1	0.9	2	7	-7	-0.6	0	-1.8	-1	-2
CC(OC(=O)C1CCCCC1)C(=O)Nc1cccc(Cl)c1 (stereo not drawn)	-1.2	27	-6	-4	-0.68	-1	-0.6	-6	-2
N#Cc1c(SCC(=O)N2CCCCC2)nsc1SCC(=O)N1CCCCC1	-0.7	10	-3	2	nt	-3	-0.2	4	-4
O=C(O)c1ccccc1NCCO	1.2	0	5	-13	0.17	-2	-0.7	4	7
COc1ccc(NC2CS(=O)(=O)CC2NCc2ccco2)cc1 (stereo not drawn)	0.8	0	5	6	0.74	2	0.5	5	-3
CCOC(=O)c1c(NC(=O)C2CC(Cl)=CCC2C(=O)O)sc2c1CC(C)(C)OC2 (stereo not drawn)	0.4	25	0	1	-1.6	-6	1.0	-11	-6
CC(O)CSc1nc2c(c(=O)[nH]c(=O)n2C)n1CC(O)COc1ccccc1 (stereo not drawn)	-0.3	5	11	1	nt	7	-0.5	nt	2
O=C(NN=C1CCCCC1)c1ccccc1OCc1ccc(F)cc1	1.1	4	8	-19	-0.35	7	0.0	1	-4
CCC(=O)Nn1c(C)nnc1C	-0.4	1	6	-25	nt	-16	-2.2	-3	-1
CCn1cc(/C=N\NC(=O)COc2cccc(C)c2C)c(C)n1	0.1	1	15	8	0.12	11	-0.3	nt	19
OCCNCCSc1ccc(Cl)cc1	8.9	21	6	-1	-0.1	-5	0.5	4	-12
CCc1cccc(NS(=O)(=O)c2ccc3c(c2)oc(=O)n3C)c1	1.2	2	6	-26	nt	-5	-0.1	nt	-10
CCC(C)(C)NC(=O)c1cc(C(=O)OC)cc([N+](=O)[O-])c1	-0.1	2	-1	-20	1	-1	-0.4	-1	-12
Cc1c(C(=O)OC2CCCCC2)[nH]c2c1C(=O)CC(C)(C)C2	-0.3	0	6	-177	nt	-1	-0.1	5	2
CC(C)n1c(N2CCN(C(=O)N3CCCCC3)CC2)nc2ccccc21	-0.3	2	18	-20	0.94	5	-3.3	-9	4
COc1ccccc1N1CCN(Cc2ccco2)CC1	0.1	0	20	-3	nt	18	0.8	-3	-2
Cc1c(Nc2nc3ccccc3nc2N2CCN(c3ccccc3)CC2)c(=O)n(-c2ccccc2)n1C	0.0	5	19	-11	-0.98	8	-5.8	7	6

Screening results from PubChem.

A portion of the library. The share of hits here may be higher or lower than overall.
